# Screening data from PubChem BioAssay.
# GSK3A inh: human GSK-3 alpha kinase inhibition. P49840. ADP-Glo luminescence, 60 min. inhibition, % at 10 µM. 320,000 tested, 0.1% active. AID 2650;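 in the data active = inhibition above about 50%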;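 note: GST-tagged GSK-3 alpha with peptide substrate and 25 µM ATP; 0% = DMSO neutral wells and 100% = GW8510 positive control wells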
# Target sequence (P49840 whole entry, looked up): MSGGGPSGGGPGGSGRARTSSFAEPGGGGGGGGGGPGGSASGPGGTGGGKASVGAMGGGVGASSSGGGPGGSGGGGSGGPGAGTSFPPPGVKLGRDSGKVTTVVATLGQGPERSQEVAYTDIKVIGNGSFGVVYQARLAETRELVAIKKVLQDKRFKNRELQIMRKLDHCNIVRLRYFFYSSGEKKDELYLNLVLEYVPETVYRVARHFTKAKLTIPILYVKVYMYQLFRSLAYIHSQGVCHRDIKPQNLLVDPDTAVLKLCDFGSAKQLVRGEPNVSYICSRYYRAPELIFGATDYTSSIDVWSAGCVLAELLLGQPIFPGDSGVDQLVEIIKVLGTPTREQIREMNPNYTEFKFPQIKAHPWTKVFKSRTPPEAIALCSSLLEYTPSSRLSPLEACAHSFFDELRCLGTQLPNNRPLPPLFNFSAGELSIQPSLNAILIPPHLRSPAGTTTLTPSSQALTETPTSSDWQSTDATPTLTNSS
# PolyA inh: blocks polyadenylation in yeast reporter cells; S. cerevisiae SKY197-pL101 polyadenylation reporter, beta-gal luminescence; efflux-impaired pdr1/pdr3 knockout yeast; score 100 = 6 SD above DMSO; calls only at 12 µM; 300,000 tested, 0.02% active;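 active = lowest replicate activity score at least 50, where 100 means six control SD above control mean; inconclusive = lowest score under 50 but half or more replicates reach 50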;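 note: yeast exposed to compound for 9 h at 30 °C; higher score means more reporter readthrough which indicates perturbed polyadenylation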
# Platelet DG rel: platelet dense granule release activity; human platelet-rich plasma, SFLLRN dense granule ATP release, luminescence; inhibition, %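 (compounds screened at 7.5 µM in platelet-rich plasma)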; 300,000 tested, 0.22% active; AID 1663;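 active = mean replicate score, as percent of positive control, at or above 50; inconclusive = mean below 50 but at least one replicate at or above 50; inactive = mean and every replicate below 50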
# HSF1 inhib: HSF1 inhibition; NIH3T3-HGL HSE-luciferase, MG132-induced, luminescence 8 h; stronger effect = lower value; activity change, negative = inhibition, % at 7.5 µM (by protocol); 300,000 tested, 0.77% active;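 active = more than half of replicate wells show activity change below -50%, luminescence cut by over half; inconclusive = some wells, but at most half, below -50%; inactive = no replicate well below -50%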;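 note: luciferase reports HSF-1 transcriptional activity via heat shock element; 0% = median of DMSO wells and -100% = zero luminescence signal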
# GSK3beta inhib: inhibitors of human GSK3beta kinase | activity score (negative = inhibition), % at 10 µM | GST-GSK3beta kinase, ADP-Glo luminescence, 60 min; stronger effect = lower value | AID 2097 | 300,000 tested, 0.038% active;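 active = more than half of replicate wells score below -50%, meaning over 50% inhibition versus plate controls; inconclusive = some replicates but at most half score below -50%; inactive = no replicate scores below -50%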;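 note: 0% = median DMSO wells and -100% = median GW8510 positive control wells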
# Target sequence (P49841 whole entry, looked up): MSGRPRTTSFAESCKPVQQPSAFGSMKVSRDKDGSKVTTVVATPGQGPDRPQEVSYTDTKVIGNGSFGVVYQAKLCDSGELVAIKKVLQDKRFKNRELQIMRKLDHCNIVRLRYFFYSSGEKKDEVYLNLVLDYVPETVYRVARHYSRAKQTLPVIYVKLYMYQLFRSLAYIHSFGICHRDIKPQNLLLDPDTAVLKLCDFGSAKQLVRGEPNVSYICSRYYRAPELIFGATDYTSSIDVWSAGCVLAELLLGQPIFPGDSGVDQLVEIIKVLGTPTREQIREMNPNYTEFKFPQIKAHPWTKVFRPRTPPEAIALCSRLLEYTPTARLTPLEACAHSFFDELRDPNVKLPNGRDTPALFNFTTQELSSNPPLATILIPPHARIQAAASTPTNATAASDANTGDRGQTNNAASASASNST
#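 Test system – GST-tagged human GSK3beta kinase, cell-free · Incubation – 60 min enzyme reaction, room temperature · Signal – ADP-Glo luminescence · Also added – peptide substrate and ATP at 25 µM · Controls – DMSO neutral wells and GW8510 at 20 µM as positive · Buffer or medium – Tris/MgCl2 kinase buffer · Measure – Luminescence-derived activity versus plate DMSO and GW8510 wells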
# AI-2 QS modul: modulates the Vibrio harveyi AI-2 quorum sensing system. Vibrio harveyi JMH597 AI-2 luminescence/OD600 ratio, 9 h; stronger effect = lower value; strain lacks LuxN and CqsS sensors; 0 = neutral-control median. AID 2094. activity change, % at 7.5 µM. 300,000 tested, 0.4% active; in the data active = activity change below about -75%, passing the limit was not always enough; inconclusive = no clear call, values can overlap the other calls;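 note: luminescence divided by OD600 gain over 9 h not by final OD600 alone; inactives centre near 13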
# Dyrk1A ADPGlo: inhibitors of rat Dyrk1A kinase; inhibition, % at 12.5 µM; 310,000 tested, 0.43% active; AID 504441; ADP-Glo luminescence, NFATc1 peptide; in the data active = inhibition above about 50%;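 note: plate controls were vehicle with enzyme for no effect and no enzyme for full effect; many of its hits are not listed in these tables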
# HSP90 refold inh: blocks HSP90-mediated luciferase refolding in reticulocyte lysate; Rabbit reticulocyte lysate, luciferase refolding luminescence, 3 h; inhibition, % at 5.6 µM; 290,000 tested, 0.91% active;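 active = inhibition above the screen-wide mean plus 3 SD, computed separately per campaign, cut at about 16% in these data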;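 note: 0% = DMSO wells and 100% = 60 µM geldanamycin wells; inhibitors lower the luminescence because luciferase stays unfolded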
# HDAC3 inhib: human HDAC3 inhibition; O15379; recombinant HDAC3, fluorogenic peptide/trypsin coupled, fluorescence; inhibition, % at 8.3 µM; 320,000 tested, 0.15% active; AID 2718; in the data active = inhibition above about 26%, passing the limit was not always enough; inconclusive = no clear call, values can overlap the other calls
# HSF1 activator: increases HSF-1 driven luciferase reporter signal. NIH3T3-HGL HSF-1 luciferase reporter, MG132, 8 h; 100% = twice DMSO control signal. activation, % at 9 µM. 300,000 tested, 1.7% active. AID 504408;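 active = mean replicate activation of at least 50% with a set share of replicates each reaching 50%; inconclusive = only one of those two conditions met; inactive = mean below 50% and too few replicates reaching it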;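 note: 0% = median of the neutral control wells and 100% = twice that signal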
# * marks the source's active call; other numbers are inactive results; i = inactive; ? = inconclusive; nt = not tested or not shown.
# Value order – GSK3A inh	PolyA inh	Platelet DG rel	HSF1 inhib	GSK3beta inhib	AI-2 QS modul	Dyrk1A ADPGlo	HSP90 refold inh	HDAC3 inhib	HSF1 activator
> CCN(CC)CCNC(=O)CCn1nc(-c2ccc(Cl)cc2)ccc1=O
    1	i	9	1	0	2	0	3	2	19
> COc1cc(/C=N/NC(=O)c2cc(C)oc2C)cc(OC)c1OC
    -2	i	0	-2	0	7	1	0	9	27
> CCOc1ncccc1C(=O)OCC(=O)c1ccccc1Br
    0	i	-7	1	0	4	0	0	1	-19
> C#CCOCCOCCOCCNc1nc(N2CCN(C(=O)CCCCCCCCCCNC(=O)Cn3cc(C[C@@H](C)O)nn3)CC2)nc(N2CCN(C(=O)CCCCCCCCCCNC(=O)[C@H](CCCN=C(N)N)n3cc(C[C@@H](C)CC)nn3)CC2)n1
    0	i	-4	1	-1	12	11	nt	?	-12
> C=CCc1cccc2cc(C(=O)N3CCN(C(=O)OCC)CC3)c(=O)oc12
    -2	i	1	2	2	16	-4	-3	-2	3
> Cc1ccc(S(=O)(=O)NCCCCCC(=O)NC(C)(C)CO)cc1
    -2	i	6	-6	-3	2	1	4	10	-7
> O=C(NCCc1ccccc1)C1CC(=O)N(C2CCCCCC2)C1 (stereo not drawn)
    -1	i	-2	-7	2	28	nt	-3	3	-5
> Cc1ccc(C(=O)CCC(=O)Nc2ncccc2O)cc1
    1	i	-1	13	-2	?	16	nt	5	2
> Cc1nc(NCCCn2ccnc2)c2oc3ccccc3c2n1
    5	i	1	3	-4	14	16	0	-1	32
> CC(=O)NC(CC(=O)NC(C)c1ccc(Cl)cc1Cl)c1ccccc1 (stereo not drawn)
    -4	i	-1	1	-2	-1	nt	-1	-1	3

# Entries of single compounds from above. Order of values: GSK3A inh | PolyA inh | Platelet DG rel | HSF1 inhib | GSK3beta inhib | AI-2 QS modul | Dyrk1A ADPGlo | HSP90 refold inh | HDAC3 inhib | HSF1 activator
# Shown for O=C(NCCc1ccccc1)C1CC(=O)N(C2CCCCCC2)C1 (stereo not drawn) → -1 | i | -2 | -7 | 2 | 28 | nt | -3 | 3 | -5
# Shown for CCN(CC)CCNC(=O)CCn1nc(-c2ccc(Cl)cc2)ccc1=O → 1 | i | 9 | 1 | 0 | 2 | 0 | 3 | 2 | 19
# Shown for COc1cc(/C=N/NC(=O)c2cc(C)oc2C)cc(OC)c1OC → -2 | i | 0 | -2 | 0 | 7 | 1 | 0 | 9 | 27

# Continued.
# Value order – GSK3A inh	PolyA inh	Platelet DG rel	HSF1 inhib	GSK3beta inhib	AI-2 QS modul	Dyrk1A ADPGlo	HSP90 refold inh	HDAC3 inhib	HSF1 activator
> O=C(NCc1nc2ccccc2[nH]1)c1ccc(S(=O)(=O)N2CCOCC2)cc1
    -7	i	-6	-2	1	2	5	0	3	8
> CCOc1ccc(CN(C)C(=O)c2ccc(NS(=O)(=O)c3ccc4[nH]c(=O)[nH]c4c3)cc2)cc1
    1	i	-6	-34	0	8	-1	nt	1	-49
> O=C1CC(C(=O)N(c2ccccc2)C(C(=O)NC2CCCC2)c2ccncc2)CS1 (stereo not drawn)
    -1	nt	12	4	-6	24	2	-1	1	-1
> CCN1C(=O)c2cccc3c(Cl)ccc1c23
    0	i	-2	-1	3	0	-1	2	2	-4
> O=C(O)c1cc(-c2ccc(/C=N/Nc3ccc([N+](=O)[O-])cn3)o2)ccc1Cl
    nt	i	-7	12	-63*	41	38	3	nt	6
> NC(=O)c1cc(C(=O)Cc2ccc(Cl)cc2)c[nH]1
    -1	i	1	12	-1	1	-3	6	-2	-4
> OC(COc1c(F)cc(Br)cc1F)CN1CCc2ccccc2C1 (stereo not drawn)
    -2	i	1	-4	6	23	7	0	3	7
> Clc1cc(-c2ccccc2)nc(-c2ccccc2)n1
    1	i	0	1	-2	20	11	nt	5	16
> O=C(CN1C(=O)C2CC=CCC2C1=O)OCCN1C(=O)c2ccccc2C1=O (stereo not drawn)
    0	i	3	5	2	33	-10	0	5	4
> N#Cc1c(-c2ccccc2)cc2nc3ccccc3n2c1N
    nt	i	13	47	3	2	11	6	-92	49
> Cc1cccc(N2CCN(C(=O)c3ccc(CS(=O)(=O)c4ccccc4C)o3)CC2C)c1 (stereo not drawn)
    nt	i	4	-23	0	18	0	2	9	-25
> O=C(COc1ccc(S(=O)(=O)NCc2ccccc2)cc1Cl)NCC1CCCO1 (stereo not drawn)
    -3	i	-10	-2	3	3	1	0	6	8
> CC(C)c1ccc(C(C(=O)NC2CCCCC2)N(C(=O)c2ccccn2)c2cccnc2)cc1 (stereo not drawn)
    0	i	6	-6	-2	26	0	-7	0	10
> Cc1ncc([N+](=O)[O-])n1CCOC(=O)C12CC3CC(CC(C3)C1)C2
    -2	i	-6	-2	0	19	-2	-2	0	8
> CCOC(=O)C1CC(c2ccc(Cl)cc2)=NNC1=O (stereo not drawn)
    -8	i	-2	-4	1	0	3	-3	-4	-16
> CCOCCCNc1ccc(N2C(=O)C3CCCCC3C2=O)cc1[N+](=O)[O-] (stereo not drawn)
    -4	i	-17	2	-1	36	2	-3	0	18
> CC(=O)N1CCN(S(=O)(=O)c2ccc(S(=O)(=O)NCC(C)C)cc2)CC1
    -1	i	0	0	-9	10	-2	2	11	-17
> COc1ccc(C2=NN(c3nc(C)cc(C)n3)C(=O)C2)cc1
    0	i	8	2	4	22	-7	1	13	1
> Cc1c(C(=O)OCC(=O)N2CC(C)OC(C)C2)oc2ccc(Br)cc12 (stereo not drawn)
    1	i	1	?	-1	25	-2	0	0	-61
> COc1ccc(NCc2cc(=O)[nH]c3ccccc23)cc1
    1	i	0	4	6	-22	3	0	0	-5
> COC(=O)C1CCN(C(=O)COC(=O)CNS(=O)(=O)c2ccc(SC)c([N+](=O)[O-])c2)CC1
    1	i	3	1	nt	nt	-5	nt	3	-2
> O=C(Cn1cc([N+](=O)[O-])cn1)Nc1cccnc1
    -1	i	6	2	0	11	nt	1	-2	-15
> Cc1ccc(CCNS(=O)(=O)c2ccc(C)cc2)cc1
    -5	i	0	-4	-4	?	7	2	1	8
> NC(=O)NCc1ccccc1Cl
    -3	i	-3	-2	3	13	2	1	-1	1
> CC(C)CNC(=O)c1cc(-c2ccco2)on1
    -1	i	-1	7	1	10	5	4	7	21
> O=C(c1cnc2n(c1=O)CCS2)N1CCN(c2ccc([N+](=O)[O-])cc2)CC1
    -2	i	3	-4	2	0	7	6	5	-16
> Cc1[nH]n2c(=O)c3c(nc2c1-c1cccc2ccccc12)CCC3
    -2	i	-3	-5	-2	6	1	-1	-61	-2
> O=S(=O)(Nc1cccc(Oc2cnccn2)c1)c1ccc(F)cc1
    1	i	-1	-47	-1	23	1	-1	-3	-59
> N#CCSc1nc2ccccc2c(=O)n1CCCC(=O)NCc1ccco1
    -1	i	3	-8	4	19	1	1	-8	-8
> CCN(c1ccccc1)S(=O)(=O)c1ccc2c(c1)CC(C)N2C(=O)C1CC1 (stereo not drawn)
    -3	i	-7	7	1	8	4	3	8	17
> CCn1c2ccccc2c2cc(Nc3cc(C)nc4ncnn34)ccc21
    -3	i	14	-20	1	31	7	-3	-1	-31
> O=C(CCc1ccc(S(=O)(=O)N2CCOCC2)cc1)N/N=C/c1ccc(F)cc1F
    0	i	-4	-2	0	34	nt	1	5	3
> Cn1ncc(Br)c1N1C(=O)CCC1=O
    -1	i	0	-4	1	18	nt	0	-4	-2
> Brc1cccc(CN2CCCCCC2)c1
    1	i	6	-7	-2	16	1	-2	-8	8
> CC(Nc1cc(N2CCCC2)ccc1[N+](=O)[O-])c1ccccc1 (stereo not drawn)
    -3	i	nt	nt	0	9	-1	-1	-7	nt
> O=C(CN1C(=O)c2cccnc2Oc2ccc(Cl)cc21)N1CCOCC1
    3	i	20	-4	-2	0	-5	-2	?	0
> COc1cccc(N2CCN(C(=O)c3oc4ccccc4c3NC(=O)CCc3cc(OC)no3)CC2)c1
    0	i	-4	-3	nt	38	2	0	-3	-5
> CCN(CC)c1ncnc2scc(C3COc4ccccc4O3)c12 (stereo not drawn)
    -4	i	-20	1	-1	-13	12	-1	-10	?
> O=C(CSc1nnc(-c2cccnc2)n1Cc1ccco1)N1c2ccccc2Sc2ccccc21
    1	nt	nt	nt	nt	nt	-3	0	-1	nt
> COc1ccccc1N1CCN(C(=O)COc2ccc(Cl)cc2)CC1
    -2	i	5	2	4	14	2	3	-15	29

# Looked up by compound from the list above:
# Value order – GSK3A inh	PolyA inh	Platelet DG rel	HSF1 inhib	GSK3beta inhib	AI-2 QS modul	Dyrk1A ADPGlo	HSP90 refold inh	HDAC3 inhib	HSF1 activator
> O=C(CSc1nnc(-c2cccnc2)n1Cc1ccco1)N1c2ccccc2Sc2ccccc21
    1	nt	nt	nt	nt	nt	-3	0	-1	nt
> Cn1ncc(Br)c1N1C(=O)CCC1=O
    -1	i	0	-4	1	18	nt	0	-4	-2
> CC(Nc1cc(N2CCCC2)ccc1[N+](=O)[O-])c1ccccc1 (stereo not drawn)
    -3	i	nt	nt	0	9	-1	-1	-7	nt
> Brc1cccc(CN2CCCCCC2)c1
    1	i	6	-7	-2	16	1	-2	-8	8

# (cont.)
# Value order – GSK3A inh	PolyA inh	Platelet DG rel	HSF1 inhib	GSK3beta inhib	AI-2 QS modul	Dyrk1A ADPGlo	HSP90 refold inh	HDAC3 inhib	HSF1 activator
> COc1ccc(OCC(=O)Nc2ccncc2)cc1
    0	i	-2	15	-1	11	1	-5	4	37
> Cc1cc(Cl)ccc1NC(=O)C1CCN(S(C)(=O)=O)CC1
    -2	i	0	-6	3	23	-2	3	-6	-4
> Cc1cccc(NC(=O)Nc2ccc(S(N)(=O)=O)cc2)c1
    1	i	1	-1	4	23	nt	0	1	11
> Cc1ccc(C(=O)SC2=NCCS2)cc1
    -3	i	10	-2	1	18	5	-1	18	-4
> CO/N=C/C(c1ccc(Cl)nc1)S(=O)(=O)c1ccccc1 (stereo not drawn)
    0	i	0	-5	1	31	-2	-3	-6	5
> Cc1cccc(N2C(S)=C(C#N)C(=O)NC2c2ccco2)c1 (stereo not drawn)
    6	i	2	-10	-3	28	4	-2	1	-17
> CCN(CC)c1ccc(/C=N/NC(=O)c2nnn(-c3nonc3N)c2C(C)C)c(O)c1
    7	i	-4	-6	3	4	-3	1	-5	5

# Not all compounds are listed (hit frequency here may not be typical).
